# Screening results (PubChem)
# AmpC no deterg: blocks E. coli AmpC beta-lactamase in detergent-free assay. P00811. AmpC nitrocefin hydrolysis, absorbance 480 nm, 0.0001% Triton. Potency, µM (titrated, usually from 57.1 µM), for the others: top-dose activity change, negative = inhibition, usual class: inhibitors. 330,000 compounds, 0.52% hits. AID 485341;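 note: potency is the fitted concentration of half-maximal effect; plate controls were no compound for no effect and no enzyme for full effect; nearly all actives have a fitted effect of over 20% in size; some results filed as inactive show a strong effect at the top dose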
# Target sequence (P00811 whole entry, looked up): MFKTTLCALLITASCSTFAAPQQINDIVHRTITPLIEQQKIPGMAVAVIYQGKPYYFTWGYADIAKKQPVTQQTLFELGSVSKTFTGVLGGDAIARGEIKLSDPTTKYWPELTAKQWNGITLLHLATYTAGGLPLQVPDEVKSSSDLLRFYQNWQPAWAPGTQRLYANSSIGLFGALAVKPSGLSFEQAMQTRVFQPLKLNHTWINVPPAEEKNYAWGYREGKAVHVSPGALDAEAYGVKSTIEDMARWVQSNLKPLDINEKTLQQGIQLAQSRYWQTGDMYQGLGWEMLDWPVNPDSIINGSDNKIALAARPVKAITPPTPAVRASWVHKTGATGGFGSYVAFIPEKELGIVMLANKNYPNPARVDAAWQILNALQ
#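 AmpC (5.3 nM in the dispensed reagent) in 20 mM phosphate pH 7.0 with 0.01% (detergent screen) or 0.0001% Triton X-100 was preincubated with compounds for 15 min at room temperature. Nitrocefin was then added from an 800 uM solution, and hydrolysis was followed at 480 nm.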
# HCV inh: blocks hepatitis C virus | Huh7.5.1 HCVcc-Cre infection, luciferase reporter, 44 h | Potency, µM (highest dose often 41.8 µM), for the others: at the highest dose activity change, negative = inhibition, usual class: inhibitors | 340,000 compounds, 3.4% hits | AID 651820; note: potency is the fitted concentration of half-maximal effect
#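 HCVcc-Cre virus at an moi near 0.5 was added right after compound to cells cultured 4 h from seeding (1,000 cells/well). Luciferase activity was determined 44 h later, 15 min after substrate addition at RT.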
# HCMV inh: human cytomegalovirus inhibition. HFF cells, HCMV-luciferase reporter, 72 h; stronger effect = lower value. activity change, negative = inhibition, % at 57.5 µM. 410,000 compounds, 4.5% hits; in the data active = activity change below about -60%; inconclusive = no clear call, values can overlap the other calls; inactive = above about -39%
#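 Human foreskin fibroblasts infected with luciferase-reporter HCMV at MOI 1 PFU/cell, compounds at two doses. Luciferase measured 72 h post infection; normalized to buffer-only basal and Salinomycin (10uM) controls.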
# AmpC inh detg: AmpC beta-lactamase inhibition with detergent present. P00811. AmpC hydrolysis of nitrocefin, absorbance 480 nm, 0.01% Triton. Potency, µM (series often up to 114 µM), without a hit: top-dose activity change, negative = inhibition, usual class: inhibitors. 370,000 compounds, 0.041% hits. AID 485294;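 note: potency is the fitted concentration of half-maximal effect; 0% = no-compound wells and -100% = no-enzyme wells; nearly all actives have a fitted effect of over 25% in size; some results filed as inactive show a strong effect at the top dose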
#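 20 mM phosphate pH 7.0 + 0.01% (detergent screen) or 0.0001% Triton X-100; 5.3 nM AmpC reagent; cpd preinc 15 min RT; nitrocefin (800 uM stock) to start; A480 q20 s × 4 min; Activity was normalised to no-enzyme and no-compound control wells.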
# LmPK inhibitor: blocks Leishmania mexicana pyruvate kinase activity | Q27686 | purified LmPK, Kinase-Glo ATP luminescence, 1 h | Potency, µM (top dose mostly 57.5 µM), for inactives: top-dose activity change, negative = inhibition, actives largely listed as inhibitors | 290,000 compounds, 0.37% hits; note: potency is the fitted concentration of half-maximal effect
# Target sequence (Q27686 whole entry, looked up): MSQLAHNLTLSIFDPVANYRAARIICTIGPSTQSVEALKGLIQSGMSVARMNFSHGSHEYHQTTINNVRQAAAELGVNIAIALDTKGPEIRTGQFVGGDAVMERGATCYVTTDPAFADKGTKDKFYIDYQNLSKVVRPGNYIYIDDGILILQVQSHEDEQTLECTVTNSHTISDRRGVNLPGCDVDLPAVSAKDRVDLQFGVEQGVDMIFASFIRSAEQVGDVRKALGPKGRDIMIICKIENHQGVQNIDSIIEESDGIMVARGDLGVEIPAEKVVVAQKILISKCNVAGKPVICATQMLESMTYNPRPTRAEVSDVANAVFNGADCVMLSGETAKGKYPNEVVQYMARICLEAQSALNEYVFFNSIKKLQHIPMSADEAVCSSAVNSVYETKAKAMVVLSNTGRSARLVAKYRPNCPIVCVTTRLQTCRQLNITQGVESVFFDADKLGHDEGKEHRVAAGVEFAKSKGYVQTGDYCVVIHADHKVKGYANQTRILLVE
#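 qHTS format; LmPK 0.1 nM; substrates PEP 0.5 mM and ADP 0.1 mM. One-hour room-temperature incubation, then coupled luciferase luminescence; 0.5 nM enzyme wells mark activation.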
# Tb PYK inh: inhibitors of Trypanosoma brucei pyruvate kinase; Q57TT1; TbPYK enzyme, Kinase-Glo Plus ATP luminescence, 45 min; Potency, µM (doses to about 76.8 µM), without a hit: top-dose activity, negative = inhibition, actives largely listed as inhibitors; 410,000 compounds, 0.12% hits; note: potency is the fitted concentration of half-maximal effect; nearly all actives have a fitted effect of over 50% in size
#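 Readout: single end-point luminescence (Kinase-Glo Plus, 10 min). Reaction conditions were TbPYK/substrate plus 130 uM ADP, 45 min at RT, pH 7.2 TEA buffer. No-enzyme wells served as controls, and data were normalized before concentration-response fitting.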
# AMA1 RON2 block: AMA1-RON2 (P. falciparum) interaction inhibition; 360,000 compounds, 0.2% hits; AlphaScreen AMA1-biotinylated RON2 peptide binding; Potency, µM (top dose mostly 58.2 µM), without a hit: at the highest dose activity change, negative = inhibition, most hits filed as inhibitors; AID 720542;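 note: potency is the fitted concentration of half-maximal effect; 0% = vehicle wells and -100% = peptide control; nearly all actives have a fitted effect of over 45% in size; some results filed as inactive show a strong effect at the top dose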
#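 AMA1 (3D7) with his tag at 25 nM final met compounds first, then biotinylated RON2 peptide at 25 nM; detection used donor plus acceptor beads, 10 µg/mL apiece, read by AlphaScreen after 30 min at room temperature.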
# The depositor's hits bear a star; ? = inconclusive; . = not tested or not shown; & = joins results of further samples; [ ] = another dose, or the depositor's remark. Unless noted, calls come from the whole dose curve; as a rule, active = well fitted curve in the direction sought with a large enough effect; inconclusive = small, poorly fitted or top-dose-only effect, or another doubt; inactive = no such curve, though single readings can be large; an effect the other way counts as inactive or inconclusive. Unless noted, % is set by controls: 0 for no effect and ±100 for the full control effect.
SMILES,AmpC no deterg,HCV inh,HCMV inh,AmpC inh detg,LmPK inhibitor,Tb PYK inh,AMA1 RON2 block
O=c1[nH]c2ccc(S(=O)(=O)N3CCN(C4CCCCC4)CC3)cc2[nH]c1=O,-27%,0%,?,-9%,5%,-1%,3%
S=C(NCc1ccccc1)NCc1ccc2c(c1)OCO2,-31%,7%,-17,-15%,-3%,-1%,-3%
COc1ccc(S(=O)(=O)N(C)c2ccc(C(=O)NCC3CCCO3)cc2)cc1OC (stereo not drawn),54%,-1%,23,5%,3%,-10%,2%
COc1ccc(C(=O)N/N=C\c2coc3ccccc3c2=O)cc1,-20%,12%,17,-2%,?,-6%,33%[activator]
Cc1c(N/C=C/C(=O)C(F)(F)F)c(=O)n(-c2ccccc2)n1C,1%,9%,-9,2%,1%,0%,0%
C/C=C(\C)C(=O)OC1C(C)=C2C(C1OC(=O)CCCCC)C(C)(OC(C)=O)CC(OC(=O)CCC)C1(O)C2OC(=O)C1(C)O (stereo not drawn),238%[activator],.,.,10%,4%,.,.
Cc1ccc(-c2nnc(N3CCCCC3)c3ccccc23)cc1S(=O)(=O)N(C)C,3%,?,?,5%,-2%,0%,19%
COc1ccc(CNC(=O)c2ccc(CS(=O)(=O)Cc3ccccc3F)o2)cc1,-36%,?,?,-12%,0%,-1%,6%
C/C(=N\NC(N)=S)C1C2C3CC4C5CC(C42)C1C53 (stereo not drawn),-22%,?,-62*,7%,0%,-1%,-4%
COc1cc(CNc2ncn[nH]2)ccc1OCC(=O)NC(C)(C)C,-4%,2%,10,2%,2%,2%,-5%
O=C(CSc1nnc(-c2ccccc2)n1-c1ccc(Cl)cc1)N/N=C/c1ccccc1C(=O)O,-21%,2%,0,-5%,1%,4%,82%[activator]
CC(C)[C@H](NC(N)=O)C(=O)Nc1cccc(S(=O)(=O)N2CCOCC2)c1,-26%,25%,16,1%,0%,?,-6%
O=C(c1ccccc1NS(=O)(=O)c1ccc(Br)s1)N1CCOCC1,-16%,4%,-10,1%,8%,-7%,-10%
CC(=O)OC1CCC2(C)C(CC(=O)C3C2CCC2(C)C(OC(C)=O)CCC32)C1 (stereo not drawn),.,22%,11,.,.,-5%,-16%
Cc1c([N+](=O)[O-])cc(C(=O)Oc2ccc(Br)cc2C(=S)N2CCCCC2)cc1[N+](=O)[O-],-29%,8%,35,-4%,2%,-13%,-21%
CCc1sc(C(=O)Nc2cccc(C(C)=O)c2)cc1C,-22%,?,-6,?,-4%,-1%,0%
Cc1cccc(N2C(=O)CC(N3CCN(c4cccc(C(F)(F)F)c4)CC3)C2=O)c1 (stereo not drawn),52%,13%&9%,5,-3%,-8%,2%,-5%
CC(C)c1ccc(S(=O)(=O)N(C)C2(C)CCS(=O)(=O)C2)cc1 (stereo not drawn),-3%,-10%,2,-4%,.,6%,10%
COc1ccccc1N1C(=O)Cc2ccccc2C1=O,-16%,1%,-19,10%,8%,-2%,13%
CCNC(=O)CC1C(=O)N(c2ccc(F)cc2)C(=O)N1CCc1ccc(OC)cc1 (stereo not drawn),4%,17%,43,-1%,-2%,0%,0%
CNC(=O)COC(=O)c1ccc(-c2nc3ccccc3s2)s1,-17%,12%,96,-6%,14µM*,-27%,-5%
Cc1ccc(S(=O)(=O)CCC(=O)Oc2ccc3c(C)cc(=O)oc3c2)cc1,-24%,2%,-5,?,.,0%,-1%
CC(=O)N1CCN(c2ccc(NC(=O)c3ccc(Br)o3)cc2Cl)CC1,-4%[2.29 µM],-19%,-31,-8%,-3%,-22%,6%
COC(=O)[C@@]1(Cc2ccc(F)cc2)[C@H]2C(CC(=O)C(=O)N3CCCC3)C(=O)C[C@H]2CN1C(=O)c1ccccc1 (stereo partly drawn),.,.,?,.,.,-3%,-6%
Cc1cc(NC(=O)CCC(=O)N(CC(=O)NC2CCCC2)c2ccc3c(c2)OCCO3)no1,-10%,17%,-20,?,0%,-4%,2%
COC(=O)c1ccccc1OCc1cc(=O)oc2ccc(C)cc12,.,.,10,.,.,-10%,-2%
COCCNC(=O)c1cnn2c(C(F)F)cc(-c3ccccc3)nc12,-9%,7%,16,4%,4%,-2%,-7%
Cc1nn(CC(=O)Nc2ccc(Cl)c(S(=O)(=O)N(C)C)c2)c(C)c1[N+](=O)[O-],-3%,-20%,-10,4%,-5%,-13%,-5%
CNC(=O)C[C@H]1C(=O)N(C2CCCCC2)C[C@@H]1c1ccc(Br)cc1,.,.,-4,.,.,-16%,-13%
Cc1cc(C)c2cc(C(=O)N3CCC(Cc4ccccc4)CC3)[nH]c2c1,-26%,-14%,-23,0%,3%,-20%,-27%
Cc1cccc(C2CN(C)CCc3c2cc(O)c(O)c3Cl)c1 (stereo not drawn),-48%,?,-23,?,.,-1%,6%
CCC1CCCCN1C(=O)COC(=O)COc1ccc(Br)cc1 (stereo not drawn),-4%,11%,-19,.,.,9%,-3%
O=C(NCc1ccc(F)cc1)C(=O)NCC(c1ccco1)N1CCOCC1 (stereo not drawn),106%[activator],8%,-13,?,-7%,3%,-15%
Cc1ccc(C(=O)COC(=O)c2cccc(NC(=O)c3ccc(Br)cc3)c2)cc1,.,.,26,-3%,.,1%,.
Cc1cc(N2CCN(C)CC2)nc2ccc(NC(=O)c3ccc4c(c3)OCO4)cc12,123%[activator],10µM*,-22,6%,0%,-1%,9%
COc1ccccc1-c1nnc(NC(=O)OCC(C)C)s1,2%,10%,14,?,0%,-3%,10%
CCOc1ccc(C(C)=O)cc1CN1C(=O)NC2(CCCCCC2)C1=O,0%,-1%,-4,-9%,5%,1%,12%
C/C(CC(=O)Nc1ccc(C)c(Cl)c1)=N\NC(=O)Cc1cnc(N)s1,-27%,1%,-26,-4%,4%,-1%,76%[activator]
O=C(Cc1ccc(Cl)cc1)NNC(=O)C1CC=CCC1C(=O)O (stereo not drawn),-23%,.,9,7%,2%,.,.
O=C(NC1CCN(Cc2ccccc2)CC1)c1cc(S(=O)(=O)N2CCOCC2)ccc1Cl,.,3%,-33,.,.,-13%,3%
COCCNC(=O)[C@@]1(Cc2ccccc2)C=C[C@@H](C)N1C(C)=O,-6%,-12%[8.37 µM],38,?,2%,6%,6%
S=C(NCC(c1ccco1)N1CCCC1)Nc1ccccc1 (stereo not drawn),-6%,16%,3,4%,0%,2%,17%
O=C(CC(=O)N/N=C/c1c(F)cccc1Cl)NCCc1ccccc1,-26%,0%,-30,-4%,2%,-5%,11%
Cc1ccc(NC(=O)COC(=O)CN2C(=O)C3CCCCC3C2=O)cc1S(=O)(=O)N1CCOCC1 (stereo not drawn),37%,6%,-3,-15%,0%,-3%,-5%[11.6 µM]
CCOC(=O)N1CCN(C(=O)c2ccc3nc(-c4ccccc4)c(-c4ccccc4)nc3c2)CC1,176%[activator],-24%,-34,-2%,11%,2%,0%
Cc1cc(S(=O)(=O)N2CCN=C2c2ccccc2)ccc1F,0%,20%,0,-1%,0%,1%,5%
Cc1ccc(C(=O)c2cn(Cc3ccccc3)c3ccccc3c2=O)cc1,.,.,-63*,14%,.,-2%,.
Cc1nc2ccccc2nc1Nc1cccc(Cl)c1,36%,?,-8,0%,2%,2%,35%[activator]
COc1ccccc1C(=O)OCC(=O)NC(C)CCc1ccccc1 (stereo not drawn),-1%,-19%,-28,-4%,0%,-14%,-5%
COc1ccc(OC)c(N(CC(=O)NCc2ccccc2)S(=O)(=O)c2ccccc2)c1,.,.,5,0%,.,0%,.
# (further entries)
SMILES,AmpC no deterg,HCV inh,HCMV inh,AmpC inh detg,LmPK inhibitor,Tb PYK inh,AMA1 RON2 block
C=CCN1C(=O)c2ccccc2Sc2ccc(C(=O)NCC(OC)OC)cc21,47%,-15%,-31,1%,-3%,0%,-4%
C=CCn1c(SCC(=O)c2cccs2)nc2sc(C)cc2c1=O,-59%,?,-35,2%,-8%,2%,-12%
CC(C)CCC(O)(CCC(C)C)C(=O)NNc1ccccc1,-27%,1%,-35,?,5%,-6%,11%
CC(=O)c1ccc(N2CCN(C(=O)C3CCCN(S(=O)(=O)c4ccc(Br)s4)C3)CC2)cc1 (stereo not drawn),.,.,2,-3%,.,-8%,.
Cc1ccc(C(=O)NC2CC3CCC(C2)N3C)cc1 (stereo not drawn),-22%,10%,1,7%,.,1%,2%
O=C(Nc1ccc(S(=O)(=O)Nc2ncccn2)cc1)c1cccc(Br)c1,-28%,14%,8,-2%,4%,-2%,1%
N#Cc1cc(-c2ccccc2)[nH]c1-c1nccc2ccccc12,-35%,?,?,-2%,1%,-2%,0%
Cc1cnnc2c1-c1nonc1CC2,2%,11%,6,5%,-6%,-9%,-8%
Cc1ccc(S(=O)(=O)N(C)c2ccc(OC(=O)c3ccc(N4CCCC4=O)cc3)cc2)cc1,-16%,4%,10,?,2%,27%,0%
Cc1ccc(-c2[nH]c3ccccc3c2SCCNC(=O)c2ccc(S(=O)(=O)N(C)C)cc2)cc1,.,.,-32,-8%,.,-1%,.
O=C(Cc1ccc(-c2ccccc2)cc1)NC(c1ccccc1)c1ccccc1,-42%,?,-21,-2%,3%,-28%,14%
Cc1cc(C)c(S(=O)(=O)N(CC(=O)O)C2CCCCC2)c(C)c1,-10%,21%,17,-6%,-2%,-7%,3%
CC(=O)c1csc(COc2ccccc2)n1,-15%,6%,35,-1%,-17%,-5%,-2%
CCCN(C(=O)c1c(CC)noc1C)c1c(N)n(Cc2ccccc2)c(=O)[nH]c1=O,-13%,8%,-1,0%,.,1%,3%
CC(=O)c1ccc(NC(=O)N2C3CCC2CC(O)(c2cccnc2)C3)cc1 (stereo not drawn),-18%,-2%,12,4%,6%,-7%,-5%
